NCI-60 one-dose screen, 48 h, at 10 µM unless noted. Numbers give growth in % (100 = growth as untreated, 0 = no growth, -100 = all killed).
M14 – M14 melanoma | 80,000 tested, 6.2% active | AID 1794745
SK-MEL-5 – SK-MEL-5 melanoma; 80,000 tested, 6.4% active
UACC-257 – UACC-257 melanoma; AID 1794764; 78,000 tested, 4.4% active
SK-MEL-28 – SK-MEL-28 melanoma | 81,000 tested, 4.1% active
A549/ATCC – A549/ATCC NSCLC; 81,000 tested, 3.7% active; AID 1794740
MDA-MB-435 – MDA-MB-435 melanoma | AID 1794794 | 82,000 tested, 7.8% active
SK-MEL-2 – SK-MEL-2 melanoma. 77,000 tested, 4.7% active. AID 1794763
UACC-62 – UACC-62 melanoma; AID 1794756; 81,000 tested, 5.4% active
* hit, by the source's call; x = no result given; & = joins results of further samples. The calls were made as follows: active = growth percent below 10; inactive = the rest.

Structure,SK-MEL-28,UACC-257,M14,SK-MEL-5,A549/ATCC,SK-MEL-2,MDA-MB-435,UACC-62
COC(=O)c1cc(Cl)cc([N+](=O)[O-])c1O,120,100,95,106,105,135,99,110
CCCCn1c(=O)c(/C=C/C(=O)/C=C/c2ccc3c(c2)OCO3)cc2ccccc21,96,86,90,88,77,101,93,64
Cc1ccc(C)n1NC(=O)CN(C(C)C)C(C)C,106,114,102,125,111,105,120,105
COc1ccccc1/C=N/N=C(\C)c1nnn(-c2ccc(Cl)cc2)c1C,105,104,95,100,103,111,101,96
COc1ccc(-c2cc(-c3ccccc3)[nH]c(=O)c2N(C)C)cc1,107,101,104,93,98,109,113,90
Cc1ccc(NC(=O)/C=C\C(=O)O)cc1,110,106,106,112,96,147,x,106
CCOC(=O)N/N=C/c1ccc(N(C)C)cc1,112,106,105,91,101,102,96,95
CC(=O)Nc1cc(-c2ccc(C#N)n2C)ccc1F,97,104,96,107,102,101,92,97
CS(=O)(=O)c1ccc(-c2[nH]c3ccc(F)cc3c2/C=N/NC(N)=O)cc1,100,101,95,108,106,98,103,92
C=CCCCCCCCCC(=O)OC1CCCC1,111,106,107,105,102,x,110,103
CC1=C(Nc2ccc(F)cc2)C(=O)OC1C (stereo not given),85,81,80,71,79,101,99,72
C=C(C)[C@@H]1CC[C@]2(C(N)=O)CC[C@]3(C)[C@H](CC[C@@H]4[C@@]5(C)C/C(=C/c6ccccn6)C(=O)C(C)(C)[C@@H]5CC[C@]43C)[C@@H]12,87,63,71,67,44,86,68,67
Nc1ccc(C(=O)Nc2nc3c(s2)C[C@@H](NC(=O)c2cc(Cl)c(Cl)[nH]2)CC3)cc1,96,102,101,87,87,96,98,71
O=S(=O)(NCCCNc1nccc(-c2[nH]c(-c3ccccc3)nc2-c2ccc(F)c(O)c2)n1)c1ccc(C(F)(F)F)cc1,30,25,3.9*,-0.8*,42,19,-41*,2.3*
Cc1cn(C(C=O)OC(C=O)CO)c(=O)[nH]c1=O (stereo not given),99,88,108,105,x,104,106,106
Fc1ccc2[nH]cc(-c3nc(-c4cccnc4)cs3)c2c1,96,x,68,72,83,99,81,72
Cc1ccc(/C=C/C(=O)c2ccc3c(c2)OCO3)s1,108,107,98,96,x,92,82,87
CN1C(=S)N(C)C2C1N(C)C(=S)N2C (stereo not given),103,100,93,111,97,98,103,100
COc1ccc(OC)c(NCc2nnc(-c3ccc(OC)c(OC)c3)o2)c1,108,87,99,92,81,97,109,88
Cc1cc(=O)n(-c2ccc(F)cc2)[nH]1,119,103,108,98,102,x,105,101
CCOC(=O)c1sc(NCC(=O)Nc2ccccc2Cl)c(C(=O)OCC)c1C,103,103,107,x,101,99,108,98
COc1cccc([C@H]2c3[nH]c4ccccc4c3C[C@H]3C(=O)N(CCCCCCC(=O)NO)CC(=O)N23)c1,43,52,60,50,95,60,61,37
CN(C)CCn1c(=O)c2ccccc2n2nc3ccccc3c12,116,105,92,87,61,128,100,73
CC1(C)Nc2cccc3c(N=Nc4ccc(N=Nc5ccccc5)c5ccccc45)ccc(c23)N1,116,96,92,93,99,x,109,79
Cc1c(-c2nn(-c3ccccc3)cc2/C=N\O)nnn1-c1ccc(F)cc1,105,106,108,100,88,101,98,100

Quoted at random: two records from the list.
Structure,SK-MEL-28,UACC-257,M14,SK-MEL-5,A549/ATCC,SK-MEL-2,MDA-MB-435,UACC-62
CCOC(=O)c1sc(NCC(=O)Nc2ccccc2Cl)c(C(=O)OCC)c1C,103,103,107,x,101,99,108,98
Fc1ccc2[nH]cc(-c3nc(-c4cccnc4)cs3)c2c1,96,x,68,72,83,99,81,72

Ordered by SMILES length (lowest first): 6 of the compounds above.
Structure,SK-MEL-28,UACC-257,M14,SK-MEL-5,A549/ATCC,SK-MEL-2,MDA-MB-435,UACC-62
C=CCCCCCCCCC(=O)OC1CCCC1,111,106,107,105,102,x,110,103
Cc1ccc(NC(=O)/C=C\C(=O)O)cc1,110,106,106,112,96,147,x,106
CCOC(=O)N/N=C/c1ccc(N(C)C)cc1,112,106,105,91,101,102,96,95
COC(=O)c1cc(Cl)cc([N+](=O)[O-])c1O,120,100,95,106,105,135,99,110
Cc1ccc(/C=C/C(=O)c2ccc3c(c2)OCO3)s1,108,107,98,96,x,92,82,87
COc1ccccc1/C=N/N=C(\C)c1nnn(-c2ccc(Cl)cc2)c1C,105,104,95,100,103,111,101,96

Next entries:
Structure,SK-MEL-28,UACC-257,M14,SK-MEL-5,A549/ATCC,SK-MEL-2,MDA-MB-435,UACC-62
COCc1nc2ccccc2[nH]1,99,104,100,99,100,102,102,99
O=NN(C(=O)NC1CCC(C(=O)O)CC1)C1CCC(C(=O)O)CC1 (stereo not given),106,97,104,104,106,122,106,108
O=C(Nc1ccccc1)C1CN(Cc2ccccc2)CCS1 (stereo not given),110,101,103,105,97,100,104,101
CC(C)(C)OC(=O)N1C(=O)c2c(c3c4ccccc4[nH]c3c3ccc4ccccc4c23)C1=O,63,77,37,60,60,43,40,60
O=c1ccc2c([N+](=O)[O-])cccc2[nH]1,127,94,104,98,97,112,97,105
CC(=O)O[C@H]1CC[C@]2(C)[C@H]3CC=C4[C@@H]5CC(C)(C)CC[C@]5(C(=O)OCC(COC(=O)C(Cl)Cl)(COC(=O)C(Cl)Cl)NC(=O)C(Cl)Cl)CC[C@@]4(C)[C@]3(C)CC[C@H]2C1(C)C,87,43,67,72,32,78,79,84
O=C(Nc1ccc(N=Cc2ccccn2)cc1)NC1C=c2ccccc2=CC1 (stereo not given),102,92,101,101,90,108,105,90
Cc1nc2sc(C(=O)Nc3ccc(Br)cc3)c(N)c2cc1C(O)c1ccccc1 (stereo not given),68,62,39,40,64,82,1.0*,42
CN1CCN(CCCOc2cccc3nc(Nc4cc(Cl)cc(Cl)c4)ccc23)CC1,-51*,-45*,-56*,x,1.0*,87,-46*,-58*
c1ccc2cc(C[n+]3ccn(CCCCCCn4cc[n+](Cc5ccc6ccccc6c5)c4)c3)ccc2c1,63,62,70,42,39,36,59,50
O=C(Cc1ccc(CNC(=O)c2ccccc2)cc1)NO,99,74,99,99,79,64,100,98
C=C(C)[C@@H]1CC[C@]2(C(=O)N3CCN(C)CC3)CC[C@]3(C)[C@H](CC[C@@H]4[C@@]5(C)C/C(=C/c6ccccn6)C(=O)C(C)(C)[C@@H]5CC[C@]43C)[C@@H]12,78,71,73,82,61,97,75,88
O=C(/C=C/C=C/c1ccc2c(c1)OCO2)N/N=C\c1ccc(O)cc1,99,97,82,x,101,92,27,71
COc1ccc(C(CCc2ccccc2)OC(C)=O)cc1 (stereo not given),104,109,105,x,102,104,112,97
CC(=O)O[C@]1(C(C)=O)CC[C@H]2[C@@H]3C=C(Cl)C4=CC(=O)CC[C@]4(C)[C@H]3CC[C@@]21C,119,97,103,109,92,99,113,91
COC(=O)[C@]1(C(C)C)N[C@H](c2cn(-c3ccccc3)nc2-c2ccccc2)[C@@H]2C(=O)N(c3ccccc3)C(=O)[C@@H]21,107,88,92,108,90,86,100,98
O=[N+]([O-])c1cccc(OCCCOc2ccccc2)c1,107,x,105,104,x,94,106,100
COc1cccc(-c2nn(-c3ccccc3)cc2-c2ccnc(N3CCN(C(=O)Nc4cc(C(F)(F)F)cc(C(F)(F)F)c4)CC3)c2)c1,75,83,66,45,52,80,74,63
COC(=O)[C@@]1(/C=C/c2ccccc2)C(=O)N(c2ccc(OC)cc2)[C@@]1(C(=O)OC)c1ccc(OC)cc1,113,89,89,91,90,91,102,79
COc1ccc(-c2nc(-c3nc4cc(C)c(C)cc4[nH]3)cc3c2[nH]c2ccccc23)cc1,40,89,70,46,43,87,49,-1.0*
C=CCSc1nc(-c2cnccn2)cc(-c2cccs2)c1C#N,83,90,93,96,81,94,88,75
C=C(C)[C@@H]1CC[C@]2(C)CC[C@]3(C)[C@H](CC[C@@H]4[C@@]5(C)CC[C@H](O)C(C)(C)[C@@H]5CC[C@]43C)[C@@H]12,126,98,x,44,97,107,110,93
C=C1C(=O)O[C@H]2[C@H]1CC/C(COC(=O)NCC(=O)Nc1ccc(OC)c(C(N)=O)c1O)=C\CC[C@@]1(C)O[C@@H]21,48,53,63,76,86,77,56,43
CCc1c2c(c(C)c3c1oc1cc(OC)ccc13)C(=O)N(N)C2=O,102,128,107,100,104,111,97,97
COc1ccc2nc(-n3c(=O)c4cccnc4n(-c4cc(F)c(F)c(F)c4)c3=O)sc2c1,109,113,114,102,100,125,110,104

Next section
Structure,SK-MEL-28,UACC-257,M14,SK-MEL-5,A549/ATCC,SK-MEL-2,MDA-MB-435,UACC-62
CCOC(=O)c1c(C)oc2ncnc(Nc3ccc(OCc4ccccn4)c(Cl)c3)c12,100,x,72,102,96,97,105,87
O=CN/N=C/c1ccc(Cl)c([N+](=O)[O-])c1,43,18,29,14,14,41,19,18
COC1OC(CO)C(O)C(O)C1O (stereo not given),111&113&113&115,97&128&104&108,101&110&101&105,100&113&100&98,87&123&102&101,106&123&100&110,109&111&112&109,101&108&105
Cc1[nH]c(=O)c(C#N)c2c1CCCC2,112,103,102,100,107,106,104,97
Nc1nc2c(nc(Br)n2[C@@H]2O[C@H](CO)[C@@H](O)[C@H]2O)c(=O)[nH]1,102,101,105,101,99,108,97,95
Cn1nc(NC(=O)C(F)(F)F)c2nccnc21,92,96,126,95,94,100,111,101
NCC1CCCCC1CC(=O)O (stereo not given),108,112,96,101,104,101,106,103
ClC(Cl)=C(Cl)C(Cl)(Cl)Cl,109,91,103,109,106,x,105,97
COC(=O)/C=C(\C)Nc1ccc([N+](=O)[O-])cc1,104,87,94,96,97,94,98,79
COc1cc(-c2ccc(N=Nc3ccc4c(S(=O)(=O)O)ccc(N)c4c3O)c(OC)c2)ccc1N=Nc1ccc2c(S(=O)(=O)O)ccc(N)c2c1O,103,109,107,105,106,102,x,111
COC(=O)c1cc(-c2ccc(Cl)c(Cl)c2)[nH]c(=O)c1C#N,100,98,99,99,101,120,104,91
O=C(O)Cc1ccc(NC(=O)c2cc(Cl)ccc2Nc2ccnc(C(F)(F)F)c2)cc1,107,x,108,103,121,113,115,92
COc1cccc(NC(=O)Nc2ccc(Nc3ncnc4sc(C(=O)NCCCC(=O)NO)c(C)c34)cc2)c1,104,104,104,97,106,95,101,95
COc1cc(-c2nc(-c3ccccc3)c(-c3ccccc3)n2C2CCCCC2)ccc1OC1CCCC1,86,76,72,81,60,78,77,59
CCCCNS(=O)(=O)c1ccccc1,118,123,104,103,118,126,106,x
CS(=O)(=O)Nc1ccc(C(=O)N=Nc2c(O)[nH]c3ccc(F)cc23)cc1,103,106,107,102,104,104,103,102
CCc1ccc(Nc2cc(C)c3ccc(O)cc3n2)cc1,96,39,45,61,85,85,28,31
O=C(O)c1cn(C2CC2)c2cc(N3CCN(C(=O)Nc4nc(-c5ccccc5)cs4)CC3)c(F)cc2c1=O,53,9.9*,32,3.1*,7.9*,-11*,21,15
Nc1ccc(CC[C@H]2CCC/C=C/[C@@H]3C[C@H](O)C[C@H]3[C@H](O)/C=C/C(=O)O2)cc1,5.2*,4.7*,3.4*,-85*,12,-26*,11,12
COc1ccc(/C=C2\SC(=Nc3ccc(F)cc3)NC2=O)c(OC)c1,108,105,108,96,105,108,102,97
CC(=O)N(Cc1ccccc1)c1nc2c3ccccc3n(C(C)=O)c2s1,111,114,105,100,97,109,97,87
COc1nc2ccccc2nc1NN,100,98,103,99,103,107,106,100
Clc1ccc(-c2nc(CSc3ccccn3)cs2)cc1,106,108,109,78,94,109,105,94
O=C1COCCN1c1ccc(Nc2nc(Cl)nc(OCCCl)n2)cc1,98,89,93,99,88,100,110,97
CCc1cc(Cc2cc(CC)cc(C(C)(C)C)c2O)c(O)c(C(C)(C)C)c1,46,47,x,6.0*,24,53,18,26

Additional compounds
Structure,SK-MEL-28,UACC-257,M14,SK-MEL-5,A549/ATCC,SK-MEL-2,MDA-MB-435,UACC-62
O=C1CCC(Nc2cccc3ccccc23)N1 (stereo not given),110,97,109,99,93,95,109,106
CCc1cccc(CC)c1OCCN(C)C,101,93,106,98,88,98,110,97
CC(C)=C[C@@H]1CC2Cc3ccc(Cl)c(C)c3N1O2 (stereo not given in full),104,103,97,101,94,x,109,91
O=[N+]([O-])c1ccc2[nH]c(=S)[nH]c2c1,105,112,103,x,100,103,113,95
Nc1ccc(C2NC=CN2)cc1,100,105,103,100,107,111,95,98
Clc1cccc(Cl)c1/C=C/c1cc(/C=C/c2ccc(Br)cc2)c2ccccc2n1,104,105,101,104,98,123,100,84
CCN(CC)CCNC(=O)c1nc2cc(OC)c(OC)cc2c(=O)n1N,96,106,95,87,101,103,99,99
C#CCSc1nnc(-c2c(C)nc3ccc(Cl)cn23)o1,102,114,99,93,102,100,106,82
CCCCCC(=O)NCc1ccccc1,105,98,x,107,103,101,109,89
O=c1cc(Cn2cc(CSc3nc4ccccc4o3)nn2)c2ccccc2o1,108,106,115,107,106,108,108,101
COc1ccc(CC(C)=C(c2ccc(O)cc2)c2ccc(O)cc2)cc1,117,108,94,103,103,115,101,87
CC1(C)OC2=C(CC1S(=O)(=O)O)C(=O)C(=O)c1ccccc12 (stereo not given),106,102,107,97,107,96,119,105
CC(C)(C)C(Br)C(=O)Nc1ccccc1 (stereo not given),114,94,101,98,96,110,101,103
CCOC(=S)SCC(=O)NC(=O)c1ccccc1,102,98,101,99,104,94,98,104
c1ccc(CSc2nnc3c4c5c(sc4nc(-c4cccc6ccccc46)n23)CCCCCC5)cc1,113,109,104,101,108,109,101,101

Screens as filed in PubChem BioAssay.
